Source: PubChem BioAssay (National Center for Advancing Translational Sciences (NCATS))
TRHR PAM – allosterically enhances the human TRH receptor. TRHR cells, fluo-8 calcium fluorescence, EC20 TRH enhancement. enhancement, % at 2 µM. 0.66% of 360,000 active; in the data active means enhancement above about 30%; further: 0% is about no effect
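TRHR-expressing cells loaded with fluo-8 calcium dye were read kinetically (ex 480/em 530) during compound addition, then stimulated with an EC20 of TRH (10 nM final). Enhancement of the Gq-mediated intracellular calcium response was scored.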
IDH1 R132H inh – inhibitors of human mutant IDH1 R132H. O75874. IDH1-R132H enzyme, NADPH consumption, diaphorase/resazurin fluorescence. 0.093% of 390,000 active. AID 602179. Potency, µM (highest dose often 76.6 µM), inactives show at the top dose activity change, negative = inhibition, actives largely listed as inhibitors; further: potency means the concentration at half of the fitted maximal effect; on the % scale 0 is the no-effect control and ±100 the full control effect; nearly all actives have a fitted effect of over 65% in size
Target sequence (O75874 whole entry R132H, stated change not applied): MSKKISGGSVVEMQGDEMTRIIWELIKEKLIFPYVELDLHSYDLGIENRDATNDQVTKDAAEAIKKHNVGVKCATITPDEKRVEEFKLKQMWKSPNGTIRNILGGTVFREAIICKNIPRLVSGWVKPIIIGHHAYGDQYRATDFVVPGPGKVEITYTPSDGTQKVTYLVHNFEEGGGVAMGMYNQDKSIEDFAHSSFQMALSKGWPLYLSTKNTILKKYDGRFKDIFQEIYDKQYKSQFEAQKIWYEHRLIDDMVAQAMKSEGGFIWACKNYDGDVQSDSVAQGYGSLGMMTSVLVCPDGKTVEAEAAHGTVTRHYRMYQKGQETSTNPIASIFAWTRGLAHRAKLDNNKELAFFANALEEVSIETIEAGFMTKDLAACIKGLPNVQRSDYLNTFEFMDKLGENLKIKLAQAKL
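IDH1-R132H (0.5 ug/mL) preincubated 30 min with compound, then NADPH (0.016 mM) and alpha-KG (2 mM) added; 80 min at RT, pH 7.5. Remaining NADPH coupled via diaphorase/resazurin to fluorescence (540/590 nm); concentration-response curves normalized to no-enzyme control.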
TRHR agonist – TRH receptor (human) agonism. P34981. activation, % at 2 µM. AID 493084. TRHR cells, calcium flux fluo-8, FDSS agonist mode. 0.18% of 360,000 active; in the data active means activation above about 30%; further: 0% is about no effect
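Read-out: compound-evoked intracellular calcium rise in TRHR cells, fluo-8 dye, kinetic FDSS fluorescence at 1 s/cycle following a 10-cycle baseline. Cells cultured overnight before dye loading (30 min–1.5 h, RT).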
D2 ag – D2 dopamine receptor (human) agonism; 0.53% of 340,000 active; activation, % at 2 µM; HEK293 T-REx D2 cells, calcium flux agonist mode; P14416;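 active means activation over 3 SD above normal in the single-dose calcium agonist read, cut at about 30% in these data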; further: 0% is about no effect
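Tetracycline-induced HEK293 T-REx cells with force-coupled D2 receptor, plated overnight at 30 C, loaded with no-wash calcium dye. After a 10 s baseline, compound was pin-added and calcium flux read kinetically for 180 s; calcium rises flagged agonists.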
USP1-UAF1 inh – inhibitors of human USP1/UAF1 deubiquitinase. recombinant USP1/UAF1, Ub-Rhodamine cleavage fluorescence. Potency, µM (series often up to 57.1 µM), for inactives: at the top dose activity change, negative = inhibition, actives largely listed as inhibitors. 0.23% of 390,000 active. AID 743255; further: potency means the concentration at half of the fitted maximal effect; on the % scale 0 is the no-effect control and ±100 the full control effect; nearly all actives have a fitted effect of over 60% in size; inactives centre near -12
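High-throughput fluorogenic screen: 1nM USP1/UAF1 complex, Ub-Rho substrate 150nM final, 50mM HEPES pH 7.8 with 0.5mM EDTA, 0.1 mg/ml BSA, 1mM TCEP and 0.01% Tween-20.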
TrxR1 inh – rat TrxR1 inhibition; O89049; recombinant rTrxR1, NADPH fluorescence consumption, selenite substrate; Potency, µM (doses to about 114 µM), for inactives: top-dose activity change, negative = inhibition, most hits filed as inhibitors; 1% of 390,000 active; further: potency means the concentration at half of the fitted maximal effect; on the % scale 0 is the no-effect control and ±100 the full control effect; nearly all actives have a fitted effect of over 65% in size
Target sequence (O89049 whole entry, looked up): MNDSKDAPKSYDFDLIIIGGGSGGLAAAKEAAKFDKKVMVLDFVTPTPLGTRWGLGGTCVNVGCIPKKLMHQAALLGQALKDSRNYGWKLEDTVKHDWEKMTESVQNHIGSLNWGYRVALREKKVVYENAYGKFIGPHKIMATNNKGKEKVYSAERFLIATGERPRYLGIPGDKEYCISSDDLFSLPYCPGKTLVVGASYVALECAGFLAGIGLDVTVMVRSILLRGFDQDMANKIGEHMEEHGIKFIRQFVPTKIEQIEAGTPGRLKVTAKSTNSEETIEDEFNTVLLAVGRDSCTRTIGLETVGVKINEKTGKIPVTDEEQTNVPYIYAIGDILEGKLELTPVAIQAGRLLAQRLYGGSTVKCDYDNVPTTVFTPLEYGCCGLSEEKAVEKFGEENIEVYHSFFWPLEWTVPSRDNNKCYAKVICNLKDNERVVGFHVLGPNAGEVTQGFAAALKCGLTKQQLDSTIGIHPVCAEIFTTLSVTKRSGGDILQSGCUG
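Rat TrxR1 (90 nM in the dispensed reagent) was pre-reduced with 400 uM NADPH for 5 min at room temperature, then incubated with compound for 15 min. After 400 uM selenite was added, NADPH fluorescence (Ex 340/Em 450 nm) was followed for 8 min.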
TrxR1 substrate – rat thioredoxin reductase 1 substrate activity; AID 588456; purified TrxR1 substrate turnover, NADPH consumption readout; Potency, µM (series often up to 114 µM), without a hit: at the highest dose activity change, negative = substrate turnover; O89049; 0.01% of 390,000 active; further: potency means the concentration at half of the fitted maximal effect; on the % scale 0 is the no-effect control and ±100 the full control effect; nearly all actives have a fitted effect of over 50% in size
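Rat TrxR1, dispensed at 90 nM, was prereduced with 400 uM NADPH (final) for 5 min at ~22 deg C, then incubated with compound 15 min before 400 uM selenite. A first-read NADPH fluorescence drop versus no-compound background flagged substrates.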
D2 antag – D2 dopamine receptor (human) antagonism; 2% of 340,000 active; AID 485344; HEK293 TREx D2 cells, calcium flux, dopamine EC80; P14416; inhibition, % at 10 µM; in the data active means inhibition above about 30%; further: 0% is about no effect
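Tetracycline-induced HEK293 TREx cells expressing D2 receptor forced-coupled to calcium signalling, loaded with no-wash calcium dye. Compounds added and calcium flux read 180 s, then dopamine added at EC80 and read a further 180 s.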
PI4K2A block – inhibitors of human PI4K2A; purified PI4K2A, ADP-Glo luminescence, 1 h; active compounds read low; activity change, negative = inhibition, % at 76.9 µM; 0.13% of 420,000 active; in the data active means activity change below about -50%; inconclusive means mostly about -30% to -49%;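 further: -100% = wells without enzyme as full effect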
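PI4K2A activity was measured by ADP-Glo luminescence: enzyme (4 ug/mL stock) and phosphatidylinositol (1.2 mM stock) in Tris pH 7.5/MgCl2/EGTA/Triton X-100 buffer were reacted with ATP (300 microM stock) for one hour at ambient temperature.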
Numbers without * were called inactive; ? = inconclusive; nt = no result given; [ ] = dose if it differs, or a comment. Unless noted, the call rests on the fitted dose curve; in most records, active means well fitted inhibition curve with a large enough effect; inconclusive means small, poorly fitted or top-dose-only effect; inactive means no such curve, though single readings can be large or run the other way.

canonical_smiles	TRHR PAM	IDH1 R132H inh	TRHR agonist	D2 ag	USP1-UAF1 inh	TrxR1 inh	TrxR1 substrate	D2 antag	PI4K2A block
CCNc1nc(NC(C)C)nc(Oc2ccc(OCc3ccccc3)nn2)n1	13.5	-4.3%	0.0	-0.4	-8.6%	-2.5%[57.1 µM]	3.4%[57.1 µM]	1.9	-1.7
COc1ccc(NC(=O)C2Cc3ccccc3CN2S(=O)(=O)c2ccccc2)cc1OC (stereo unspecified)	-2.6	0.8%	-0.6	-0.8	-7.5%	15.6%[57.1 µM]	-0.9%[57.1 µM]	nt	-3.2
CCOc1ccc(-c2nnn(CC(=O)c3ccc4c(c3)OCCO4)n2)cc1OCC	-1.2	-5.2%	1.3	-0.5	-21.1%	36.7%[57.1 µM]	2.2%	-1.4	-2.6
Cc1ccccc1-n1nnnc1SCC(=O)c1c(N)n(C2CC2)c(=O)[nH]c1=O	12.2	0.6%	0.7	nt	-18.9%	11.4%	3.3%	nt	-3.7
CCOC(=O)c1ccc(N2C(=O)c3n[nH]c(-c4ccco4)c3C2c2cccc([N+](=O)[O-])c2)cc1 (stereo unspecified)	8.6	-6.3%	-0.3	2.0	-14.6%	-6.6%	1.7%	5.7	-6.9
CC(NC(=S)Nc1c(Br)cccc1OC(F)F)C(C)(C)C (stereo unspecified)	-5.5	5.2%	0.5	0.7	-20.5%	1.1%	-1.3%	5.2	2.2
CCC(=O)N1CCc2cc(Br)cc(S(=O)(=O)CCC(=O)Nc3ccc(C)c(F)c3)c21	3.2	9.8%	-0.6	0.3	14.7%	20.7%	4.9%[2.29 µM]	nt	-0.7
Nc1cc(=O)[nH]c(SCc2ccc(Cl)cc2Cl)n1	-2.1	3.4%	-0.4	nt	-6.3%	10.9%	-0.6%	nt	-2.3
O=C(CSc1nc2ccccc2c(=O)n1-c1ccccc1Cl)NCC1CCCO1 (stereo unspecified)	0.8	-5.2%	0.2	0.1	-9.2%	27.6%	0.6%	2.2	-3.8
Cc1nn(C(C)(C)C)c(NC(=O)c2ccccc2)c1C#N	10.2	-3.4%	-0.7	0.0	-10.0%	13.3%	-3.6%	16.5	1.2
CC1CCCCC1NC(=O)/C(C#N)=C/c1ccccc1F (stereo unspecified)	-0.6	-0.7%	0.4	1.4	-18.6%	?	-3.6%	-12.5	27.3
Cc1ccc(C2c3c(-c4ccccc4O)n[nH]c3C(=O)N2Cc2ccncc2)cc1 (stereo unspecified)	-5.1	?	-0.7	0.4	-18.9%	-4.2%	-1.1%	3.1	1.9
CCC(C)N=Cc1c(NCc2ccco2)nc2c(C)cccn2c1=O (stereo unspecified)	4.3	3.4%	-0.7	-1.7	-14.6%	18.1%[57.1 µM]	8.5%[57.1 µM]	-2.0	-2.1
Cc1ccc(CNS(=O)(=O)c2cc(C(=O)Nc3ccc(C(C)C)cc3)ccc2F)cc1	-3.4	-7.7%	0.0	0.3	-26.6%	-16.8%[57.1 µM]	-17.2%[57.1 µM]	nt	6.5
CCc1c(N)nc(N)nc1Nc1ccccc1Cl	nt	6.1%	nt	nt	-1.9%	12.0%[57.1 µM]	4.4%[57.1 µM]	nt	0.4
CC(C)C[C@H](NC(=O)N1CC(=O)Nc2ccccc21)C(=O)N1CCC(C(=O)O)CC1	-5.0	-5.5%	0.4	0.1	-1.3%	19.6%[57.1 µM]	7.1%[57.1 µM]	8.9	8.9
Cc1ccc(CN2CCN(CC(=O)NCc3ccccc3Cl)C2=O)cc1	0.9	-1.3%	-0.9	-2.8	-11.9%	5.5%	3.2%	nt	-2.9
Cc1cccc(NC(=O)c2c(C)cc(C)nc2SCC(=O)c2ccccc2)c1	-5.6	-7.2%	-0.7	0.4	-5.5%	13.5%	-5.0%	nt	-3.2
CCOC(=O)c1ccc(N2C(=O)c3n[nH]c(-c4ccco4)c3C2c2ccc(C)cc2)cc1 (stereo unspecified)	6.2	-22.2%	4.8	0.1	-15.6%	5.8%	-12.3%	nt	-3.5
COc1ccccc1CN1CCNC(=O)C1CC(=O)O (stereo unspecified)	6.7	-2.6%	0.0	1.3	-6.5%	14.3%	3.2%	11.7	1.9
CCOC(=O)C(=Cc1ccc(-n2ccnc2)cc1)C(=O)OCC	4.6	-7.6%	3.2	0.8	-21.2%	20µM*	-1.3%	-10.7	-4.3
CC(C)c1ccc(/C=C/C2=NNC(=O)CC2)cc1	3.3	2.5%	0.1	-0.4	3.4%	-19.6%[57.1 µM]	-13.0%[57.1 µM]	-6.6	-5.3
CNC(=O)c1nn(-c2ccc(Cl)cc2)ccc1=O	-1.5	4.9%	-0.2	0.3	-19.4%	4.5%[57.1 µM]	5.6%[57.1 µM]	33.4*	-2.9
CC1CCCCN1C(=O)CSc1nnc(Cc2ccccc2)n1C (stereo unspecified)	-0.6	5.6%	0.0	1.3	4.6%	5.6%[57.1 µM]	5.3%	4.7	-12.1
O=C(N/N=C/c1cccn1-c1ccc(O)cc1)c1cccc2ccccc12	-2.9	0.4%	0.2	-0.9	-13.6%	-9.0%	-9.1%	11.4	-0.3
O=C(O)c1ccc(NCc2ccncc2)cc1	3.2	-2.0%	1.4	0.6	-9.9%	9.9%	8.4%	0.8	-4.1
Cc1nnc(SCC(=O)NC(=O)NC(C)(C)C)s1	-1.6	7.5%	-0.1	0.0	4.2%	?	7.1%[57.1 µM]	12.7	-0.2
COc1ccc(CN2C3CCCC2CC(NC(=O)/C=C/c2ccccc2)C3)cc1 (stereo unspecified)	-1.0	-0.3%	-0.6	-2.3	-23.0%	9.0%	0.3%	-4.3	-3.3
COc1cccc(OCc2nnc(SCc3cc(=O)[nH]c4ccccc34)o2)c1	1.6	-2.7%	0.2	2.9	-15.2%	20.7%[57.1 µM]	1.0%[57.1 µM]	5.6	-0.4
CCOC(=O)c1cnn(-c2ccc(C(=O)Nc3cccc(C(C)=O)c3)cc2)c1N	-2.4	-8.2%	0.0	-0.4	4.9%	17.4%[57.1 µM]	0.7%[57.1 µM]	nt	-2.9

(listing goes on)
Fields: TRHR PAM | IDH1 R132H inh | TRHR agonist | D2 ag | USP1-UAF1 inh | TrxR1 inh | TrxR1 substrate | D2 antag | PI4K2A block
> COc1ccccc1CNC(=O)Cn1nnc(-c2ccncc2)n1
    2.4 | 0.0% | 1.0 | -0.4 | -16.0% | -5.3% | -4.3% | 4.0 | -9.3
> Cc1cc(C(=O)NC2CCCN(Cc3ccc(Cl)cc3)C2)n(C)n1 (stereo unspecified)
    -4.8 | -7.8% | 0.2 | 0.8 | -1.1% | 34.7% | 5.7% | -2.2 | -3.9
> CCOc1ccc(NC(=O)c2c(NC(=O)c3ccncc3)sc3c2CCC(C(C)(C)C)C3)cc1 (stereo unspecified)
    -1.4 | 10.3% | 0.2 | 0.8 | -11.3% | -23.7% | -6.6% | nt | -1.7
> CC(C)(C)n1nnnc1C(c1ccccc1F)N(Cc1ccco1)CC1CCCO1 (stereo unspecified)
    -0.5 | 5.1% | -0.4 | 0.7 | -20.6% | -13.3% | 0.0% | -3.4 | 0.8
> COc1ccc(NC(=O)CSc2nc3ccccc3n2CC(=O)N2CCCCC2C)cc1 (stereo unspecified)
    0.3 | -2.7% | -0.3 | nt | 3.6% | -14.8%[57.1 µM] | -0.1%[57.1 µM] | nt | -0.5
> COC(=O)c1[nH]c2cccc(OC)c2c1NC(=O)CN1CCN(c2cccc(OC)c2)C(C)C1 (stereo unspecified)
    0.3 | 5.0% | -0.4 | 1.0 | -7.0% | -7.1% | 16.4% | -13.1 | -14.4
> CCOC(=O)c1sc(NC(=O)C(CC)Sc2nccn2C)nc1C (stereo unspecified)
    -0.7 | 0.1% | -0.5 | 0.1 | -12.2% | -1.2% | 0.7% | 4.5 | 0.1

One compound at a time, as listed above. Order of values: TRHR PAM | IDH1 R132H inh | TRHR agonist | D2 ag | USP1-UAF1 inh | TrxR1 inh | TrxR1 substrate | D2 antag | PI4K2A block
`COc1ccccc1CNC(=O)Cn1nnc(-c2ccncc2)n1` in the list: 2.4 | 0.0% | 1.0 | -0.4 | -16.0% | -5.3% | -4.3% | 4.0 | -9.3
`CCOc1ccc(NC(=O)c2c(NC(=O)c3ccncc3)sc3c2CCC(C(C)(C)C)C3)cc1` (stereo unspecified) in the list: -1.4 | 10.3% | 0.2 | 0.8 | -11.3% | -23.7% | -6.6% | nt | -1.7
`Cc1cc(C(=O)NC2CCCN(Cc3ccc(Cl)cc3)C2)n(C)n1` (stereo unspecified) in the list: -4.8 | -7.8% | 0.2 | 0.8 | -1.1% | 34.7% | 5.7% | -2.2 | -3.9
`COc1ccc(NC(=O)CSc2nc3ccccc3n2CC(=O)N2CCCCC2C)cc1` (stereo unspecified) in the list: 0.3 | -2.7% | -0.3 | nt | 3.6% | -14.8%[57.1 µM] | -0.1%[57.1 µM] | nt | -0.5
`CC(C)(C)n1nnnc1C(c1ccccc1F)N(Cc1ccco1)CC1CCCO1` (stereo unspecified) in the list: -0.5 | 5.1% | -0.4 | 0.7 | -20.6% | -13.3% | 0.0% | -3.4 | 0.8

Shown as a hit in TrxR1 inh, of those listed so far:
structure	TRHR PAM	TRHR agonist	USP1-UAF1 inh	TrxR1 inh	TrxR1 substrate	D2 antag	PI4K2A block
CCOC(=O)C(=Cc1ccc(-n2ccnc2)cc1)C(=O)OCC	4.6	3.2	-21.2%	20µM*	-1.3%	-10.7	-4.3
